Bioassay records (PubChem)
hIAP activ: human IAP activation; P09923; purified human IAP, CDP-Star luminescence, 30 min; stronger effect = higher value; 1 = vehicle-only enzyme, 0 = enzyme-free background; activation factor at 10 µM; 330,000 compounds, 0.16% hits; AID 2524;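 active means activation factor of the enzyme at least 2-fold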; further: the source names both 10 and 20 µM as test concentration; values of inactives mirror those of a sister screen read the other way
MIN6 prolif: MIN6 beta-cell proliferation induction; MIN6 cells proliferation, ATPlite luminescence, 48 h; cells starved in 0.2% serum; 100% = growth in 10% serum; proliferation, % at 10 µM; 330,000 compounds, 0.29% hits;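 active means compounds whose signal lies at least 3.5 SD above the mean of all wells on their plate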;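 further: 0% = DMSO-treated cells in low-serum medium and 100% = 10% serum control; some compounds called inactive have numbers as strong as hits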
MPTP block: permeability transition pore inhibition | isolated mouse mitochondria, Ca2+ swelling absorbance, 30 min | AID 602449 | inhibition, % at 10 µM | 360,000 compounds, 1.4% hits;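 active means inhibition of 50% or more, scaled per plate between neutral and stimulator controls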;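 further: 0% = DMSO wells given calcium and 100% = 1 mM EGTA wells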
hIAP inh: blocks human intestinal alkaline phosphatase; P09923; purified IAP, CDP-Star luminescence, 30 min; inhibition, % at 10 µM; 330,000 compounds, 0.12% hits; AID 2544;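 active means inhibition reaching a set limit with compound at 10 µM in the primary screen, cut at about 35% in these data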;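 further: plate controls were DMSO wells with enzyme for no effect and no-enzyme buffer wells for full effect; values of inactives mirror those of a sister screen read the other way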
ATG4B inhibitor: inhibitors of human ATG4B cysteine protease; ATG4B cleavage of LC3-PLA2, NBD-HPC fluorescence, 1 h; Q9Y4P1; 340,000 compounds, 0.51% hits; inhibition, % at 8.33 µM; in the data active means inhibition above about 40%
Target sequence (Q9Y4P1 whole entry, looked up): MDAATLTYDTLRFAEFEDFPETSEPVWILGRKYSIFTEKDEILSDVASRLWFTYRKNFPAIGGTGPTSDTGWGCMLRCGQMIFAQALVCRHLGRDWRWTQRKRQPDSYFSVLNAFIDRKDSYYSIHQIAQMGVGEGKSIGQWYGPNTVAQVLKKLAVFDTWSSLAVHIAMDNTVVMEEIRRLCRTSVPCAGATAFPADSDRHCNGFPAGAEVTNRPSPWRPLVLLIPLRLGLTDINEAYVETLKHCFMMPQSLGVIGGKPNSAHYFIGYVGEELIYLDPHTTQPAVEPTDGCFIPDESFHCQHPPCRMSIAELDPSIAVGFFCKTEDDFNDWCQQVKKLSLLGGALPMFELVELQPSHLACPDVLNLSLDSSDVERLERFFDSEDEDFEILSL
mIAP act: mouse IAP activation; muIAP, CDP-Star luminescence, 30 min; stronger effect = higher value; 1 = vehicle-only enzyme signal, 0 = enzyme-free wells; activation factor at 10 µM; 330,000 compounds, 0.24% hits;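 active means activation factor of at least 2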; further: the source names both 10 and 20 µM as test concentration; values of inactives mirror those of a sister screen read the other way
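System: mouse IAP enzyme. Reagent: CDP-Star chemiluminescent phosphatase substrate. Benchmarks: DMSO wells, no-enzyme wells. Times: 30 min enzyme-substrate-compound incubation at room temperature. Detection: luminescence from enzymatic CDP-Star hydrolysis. Doses: test compounds delivered from DMSO solution.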
APOBEC3A inh: blocks human APOBEC3A ssDNA deamination | recombinant A3A, FAM/TAMRA ssDNA deamination fluorescence | inhibition, % at 20 µM | 330,000 compounds, 0.41% hits | AID 493011;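 active means at least 40% inhibition at 20 µM here, with at most 30% in a related deaminase screen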;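 further: plate controls were A3A with DMSO for no effect and wells lacking A3A enzyme for full effect; some results filed as inactive read as strong as hits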
Target sequence (P31941 whole entry, looked up): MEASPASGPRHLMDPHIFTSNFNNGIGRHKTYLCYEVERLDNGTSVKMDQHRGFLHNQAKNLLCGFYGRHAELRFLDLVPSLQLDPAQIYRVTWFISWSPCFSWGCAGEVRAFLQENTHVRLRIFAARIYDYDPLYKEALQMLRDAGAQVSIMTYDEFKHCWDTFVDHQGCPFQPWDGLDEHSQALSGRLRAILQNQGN
A3G deaminase: APOBEC3G (human) deaminase inhibition. recombinant A3G, ssDNA deamination FAM/TAMRA fluorescence. inhibition, % at 20 µM. 330,000 compounds, 0.28% hits;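 active means inhibition of at least 40% at 20 µM, with no more than 30% in the related APOBEC3A deaminase screen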;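 further: plate controls were DMSO wells with A3G for no effect and wells lacking A3G enzyme for full effect; some compounds called inactive have numbers as strong as hits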
Target sequence (Q9HC16 whole entry, looked up): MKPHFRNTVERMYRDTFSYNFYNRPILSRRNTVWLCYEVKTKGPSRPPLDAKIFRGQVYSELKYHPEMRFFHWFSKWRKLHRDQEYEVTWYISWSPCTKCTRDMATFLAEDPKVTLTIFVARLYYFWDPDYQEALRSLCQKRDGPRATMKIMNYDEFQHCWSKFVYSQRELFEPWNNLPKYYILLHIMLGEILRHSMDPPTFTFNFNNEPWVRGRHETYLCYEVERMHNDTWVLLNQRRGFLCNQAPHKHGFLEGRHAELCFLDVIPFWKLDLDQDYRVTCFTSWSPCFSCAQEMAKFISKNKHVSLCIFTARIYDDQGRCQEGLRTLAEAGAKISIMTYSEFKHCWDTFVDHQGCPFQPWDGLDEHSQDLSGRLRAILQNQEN
mIAP block: blocks mouse intestinal alkaline phosphatase; purified mouse IAP, CDP-Star luminescence, 30 min; inhibition, % at 10 µM; 330,000 compounds, 0.2% hits;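 active means inhibition of at least 40% at 10 µM in the primary screen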;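 further: plate controls were DMSO with enzyme for no effect and no enzyme wells for full effect; values of inactives mirror those of a sister screen read the other way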
* hit, by the source's call; / = no result given. The order is random; about 3.3% have a hit in one of these screens.

SMILES | hIAP activ | MIN6 prolif | MPTP block | hIAP inh | ATG4B inhibitor | mIAP act | APOBEC3A inh | A3G deaminase | mIAP block
COc1cccc(NC(=O)COc2ccc(N3CC(C(=O)NCC(C)C)CC3=O)cc2)c1 (centres undefined) | 1.1 | -3 | 0.5 | -14 | -16 | 1.1 | 5 | 2 | -6
CCN(CC)CCCN=C1N[C@@H](c2cccc(C(F)(F)F)c2)C(C(=O)OC)=C(C)N1CC | 0.79 | -6 | -0.3 | 21 | -13 | 1 | 60 | 32 | 0
CCC1(CC)C(=O)N(C)C(=O)NC1=NCc1ccccc1 | 1.2 | 1 | -0.1 | -20 | 2 | 1.1 | 1 | -4 | -6
CCOC(=O)C(C(=O)Nc1ccc(C)cc1)C1CCCCC1 (centres undefined) | 1.1 | -1 | -0.5 | -13 | 5 | 1.1 | 7 | 3 | -8
Cc1ccc(C(=O)Nc2ccccc2C(=O)N2CC3(C)CC2CC(C)(C)C3)cc1 (centres undefined) | 1 | 0 | 0.6 | 0 | -4 | 1.1 | 6 | 4 | -13
CCc1nnc(NC2=NCCC2)s1 | 0.92 | 0 | -1.0 | 8 | -4 | 0.88 | 1 | -7 | 12
CC(=O)Nc1cccc(Oc2ncnc3scc(-c4ccc(C)cc4)c23)c1 | 1 | -4 | 1.6 | -4 | -11 | 1.1 | -3 | -7 | -10
CN1c2ccccc2C(C)(C)C12CC(c1cccc(S(=O)(=O)N3CCCC3)c1)=NO2 (centres undefined) | 0.97 | -3 | 0.9 | 3 | -3 | 0.98 | 1 | 5 | 2
O=C(N/N=C/c1ccc(C(F)(F)F)cc1)c1ccc(O)cc1 | 0.89 | -3 | -1.1 | 11 | -4 | 1.1 | 2 | 1 | -5
CCC(=O)C1CCCN(C(=O)c2ccc(OC)c(OC3CCN(C(C)=O)CC3)c2)C1 (centres undefined) | 0.95 | -3 | -0.9 | 5 | -9 | 0.94 | -1 | -2 | 6
C=CCn1c2ccccc2c(=O)c2cc(C#Cc3ccccn3)ccc21 | 0.99 | -4 | -0.9 | 0 | 27 | 0.98 | -3 | -12 | 2
CN(c1ccc(C(=O)N2CCCCC2)cc1)S(=O)(=O)c1ccccc1 | 1.1 | -1 | 9.2 | -6 | 1 | 1 | 9 | -1 | -1
COc1cc(C(C[N+](=O)[O-])c2c(C)[nH]c3ccccc23)ccc1O (centres undefined) | 0.99 | -2 | 1.5 | 1 | -20 | 0.98 | -3 | -3 | 2
c1ccc(CN2CCN(C(c3ccccc3)c3nnnn3Cc3ccccc3)CC2)cc1 (centres undefined) | 1 | -3 | -0.6 | 0 | 4 | 1 | 0 | -3 | -3
Cc1ccc(C)c(N/C(N)=N/c2nc(C)cc(C)n2)c1 | 1.3 | -1 | 1.1 | -29 | 8 | 1.2 | 5 | 2 | -22
COc1cc2cc(C(=O)N(C)Cc3ccccc3)[nH]c2cc1OC | 0.92 | -3 | 0.4 | 8 | -8 | 0.89 | -4 | -6 | 11
COC(=O)/C=C1\SC(=NC(=O)c2cccc(Cl)c2)NC1=O | 0.98 | -5 | 60* | 2 | 0 | 0.92 | 1 | -3 | 8
COc1cccc(CSc2nnc(CSc3nc4nc(C)cc(C)n4n3)s2)c1 | 0.88 | 2 | 1.7 | 12 | -3 | 0.99 | 0 | -6 | 1
CC(=O)c1ccccc1NC(=O)CCN1C(=O)C2CCCCC2C1=O (centres undefined) | 0.94 | 2 | -0.5 | 6 | -3 | 1 | -1 | -6 | -4
Cc1cc(O)c(C(=O)/C=C/c2ccccc2Br)c(=O)o1 | 1.2 | -4 | 2.5 | -16 | 12 | 0.94 | -7 | 0 | 6
O=C(CN1CCN(Cc2ccc3c(c2)OCO3)CC1)Nc1ccc(N2CCOCC2)cc1 | 0.95 | -1 | 0.3 | 5 | 6 | 1 | 0 | -9 | -1
N#CC[C@H](Cc1ccccc1)N1CCN(Cc2ccccc2)CCC1=O | 1.1 | 6 | -1.1 | -8 | -5 | 0.85 | -2 | -6 | 15
O=C(NCc1ccco1)c1ccc2ccccc2c1 | 1.1 | -2 | 0.8 | -9 | 5 | 0.96 | 6 | -1 | 4
O=S(=O)(c1cccc(C(F)(F)F)c1)N1CCC(c2nc3ccccc3[nH]2)CC1 | 1 | -3 | -0.5 | -1 | -1 | 1.3 | 3 | -7 | -25
COC(=O)COc1ccsc1C(=O)OC | 1.2 | 0 | -2.3 | -20 | -5 | 0.9 | -1 | -6 | 10
CCn1cc(C(=O)NC2CCC(C)CC2)c(=O)c2cc(S(=O)(=O)N3CCCCC3)ccc21 (centres undefined) | 1 | -5 | / | -2 | / | 0.99 | -4 | -8 | 1
Cc1cc(C)c(C#N)c(N2CCN(C(=O)C3COc4ccccc4O3)CC2)n1 (centres undefined) | 1.1 | 2 | -1.4 | -7 | 1 | 0.97 | -2 | -8 | 2
COc1ccc(NS(=O)(=O)c2ccc3c(c2)Cc2ccccc2-3)cn1 | 0.99 | -4 | 84* | 1 | -21 | 0.96 | -2 | -9 | 4
COc1ccc(CCNC(=O)c2ccnc(C(C)(C)C)c2)cc1OC | 1.1 | -1 | 2.5 | -10 | 1 | 1 | 1 | -5 | -3
CCn1c(=S)[nH]c2cc(C(=O)OC)ccc2c1=O | 0.99 | -3 | -0.8 | 1 | 1 | 1 | -5 | -4 | -4
CNc1c(NS(=O)(=O)c2ccc(C3CCCCC3)cc2)c(=O)oc2ccccc12 | 0.99 | 0 | -0.1 | 1 | -11 | 1 | 5 | 1 | -3
CNC(=S)N/N=C/c1cc(C)n(-c2ccc(Cl)c(Cl)c2)c1C | 1.3 | -6 | 1.2 | -33 | 8 | 1.1 | -6 | -4 | -10
CN(C(=O)CCc1ccccc1)c1nnc(-c2ccncc2)s1 | 1.2 | -2 | -0.9 | -15 | -8 | 0.85 | 1 | 2 | 15
Cc1ccc2cc(CN(Cc3ccccc3)Cc3nnnn3C3CCCC3)c(=O)[nH]c2c1 | 0.86 | -4 | 3.2 | 14 | -12 | 0.94 | -5 | -6 | 6
Cc1ccc2nc(-c3ccc(NC(=O)COC(=O)c4ccco4)cc3)sc2c1 | 0.93 | 0 | 1.3 | 7 | -1 | 1.1 | 3 | -3 | -7
CSc1ccc(/C=N/NC(=O)c2cccc(O)c2)cc1 | 0.79 | -3 | -3.8 | 21 | -12 | 1 | 3 | 5 | -3
Cc1ccc2c(c1)nnn2C1CCN(CC(=O)Nc2ccccc2N2CCOCC2)CC1 | 0.9 | -2 | -0.9 | 10 | 8 | 1 | -2 | -4 | -2
CSCCC1NC(=O)N(CC(=O)Nc2ccc(-c3ccccc3)cc2)C1=O (centres undefined) | 1.2 | -3 | 1.2 | -18 | -12 | 1 | 6 | 8 | -4
COc1ccc(OCc2nn3c(-c4ccco4)nnc3s2)cc1 | 0.98 | -1 | -1.3 | 2 | -3 | 0.98 | 2 | -5 | 2
COCCNC(=O)Cn1cc(C(=S)N2CCOCC2)c2ccccc21 | 1.1 | 0 | -3.2 | -13 | -7 | 0.9 | 5 | 6 | 10
Cc1ccc(NCc2nnc(SCC(=O)NCc3ccco3)n2CC2CCCO2)cc1Cl (centres undefined) | 0.99 | -3 | -0.2 | 1 | -2 | 0.96 | 0 | 5 | 4
CCOc1ccc2[nH]c(C(=O)N/N=C/c3cc(OC)c(OC)c(OC)c3)cc2c1 | 1 | -3 | -0.6 | 0 | -20 | 0.88 | 1 | -3 | 12
CC(C)CNC(=O)CSc1ccc(Cl)cc1 | 1.1 | 3 | 2.5 | -15 | -1 | 0.96 | -7 | -6 | 4
Cc1onc(-c2ccccc2)c1C(=O)N/N=C/c1cn(C)c2ccccc12 | 0.79 | 1 | -0.9 | 21 | 21 | 1 | -4 | -10 | -2
CCOC(=O)Cn1c(=O)n(Cc2ccc(C)cc2)c(=O)c2cccnc21 | 1 | 1 | -0.3 | -4 | -3 | 1 | -3 | -6 | -2
Cc1ccc(C(=O)Nc2ccccc2N2CCCC2)s1 | 0.96 | 4 | -2.1 | 4 | -3 | 1 | 1 | -5 | -1
Cc1csc(=O)n1CC(=O)OCC(=O)c1c(N)n(CC(C)C)c(=O)n(C)c1=O | 0.83 | -1 | -1.0 | 16 | -13 | 0.92 | 5 | -7 | 8
CCCN1CCC(NC(=O)C2CC=CCC2C(=O)O)CC1 (centres undefined) | 0.86 | 0 | -2.4 | 14 | 2 | 1 | 2 | 3 | -3
CCOc1cc(Br)c(C(=O)O)cc1OC | 0.95 | -3 | 7.9 | 5 | 2 | 0.95 | -1 | -2 | 5
O=C(CSc1nc2ccccc2[nH]1)N1CCN(S(=O)(=O)c2ccc(Cl)cc2)CC1 | 1.2 | -3 | -7.0 | -18 | -9 | 0.89 | -2 | -6 | 11
Cc1cc(C)nc(SCC(=O)NC2CCCC2)n1 | 1.1 | -3 | 4.4 | -5 | 3 | 1.1 | 4 | -6 | -5
CC(=O)c1ccc2noc(-c3ccc(F)cc3)c2c1 | 1.1 | -1 | 0.5 | -8 | -13 | 1 | 0 | 2 | 0
O=C(CSc1nnc(CNC(=O)c2cccs2)o1)NCCc1ccccc1 | 0.95 | 1 | 0.9 | 5 | -6 | 1 | -3 | -3 | -1
COC(=O)c1sccc1NC(=S)N1C(C)CCCC1C (centres undefined) | 0.9 | 1 | 1.2 | 10 | -6 | 0.93 | 1 | -6 | 7
Cc1ccccc1NC(=S)NCCc1ccc(S(N)(=O)=O)cc1 | 1 | -1 | -0.8 | -2 | 24 | 0.99 | -2 | -4 | 1
CCOc1ccc(N(CC(=O)Nc2ccc(OC)cc2)S(=O)(=O)c2c(C)noc2C)cc1 | 1.1 | -5 | 0.1 | -9 | 3 | 1.2 | 1 | -3 | -20
O=C(CSc1nncn1-c1ccccc1F)NC1CCCCC1 | 1 | -1 | -1.3 | -3 | -3 | 1.1 | 2 | -1 | -6
COC(=O)Cn1c(=NC(=O)c2cc(OC)cc(OC)c2)sc2cc(OC)ccc21 | 1 | 1 | 2.2 | 0 | -10 | 0.93 | 1 | -7 | 7
Cc1cc(C(=O)COC(=O)c2nc3nccc(C)n3n2)c(C)n1CC1CCCO1 (centres undefined) | 0.99 | 1 | -2.1 | 1 | 0 | 0.96 | 0 | -6 | 4
Cc1cccc(NC(=O)c2cc3n(n2)C(C(F)(F)F)CC(C2CC2)N3)c1C (centres undefined) | 1 | 1 | -0.4 | -4 | 0 | 0.94 | -2 | -6 | 6
COCc1cc(C)nc2sc(C(=O)Nc3ccc(C(=O)OC)cc3)c(N)c12 | 0.85 | -2 | 0.3 | 15 | -3 | 1.1 | -9 | -9 | -12

Structures above with a furan ring, fused or not (four):
SMILES | hIAP activ | MIN6 prolif | MPTP block | hIAP inh | ATG4B inhibitor | mIAP act | APOBEC3A inh | A3G deaminase | mIAP block
O=C(NCc1ccco1)c1ccc2ccccc2c1 | 1.1 | -2 | 0.8 | -9 | 5 | 0.96 | 6 | -1 | 4
Cc1ccc2nc(-c3ccc(NC(=O)COC(=O)c4ccco4)cc3)sc2c1 | 0.93 | 0 | 1.3 | 7 | -1 | 1.1 | 3 | -3 | -7
COc1ccc(OCc2nn3c(-c4ccco4)nnc3s2)cc1 | 0.98 | -1 | -1.3 | 2 | -3 | 0.98 | 2 | -5 | 2
Cc1ccc(NCc2nnc(SCC(=O)NCc3ccco3)n2CC2CCCO2)cc1Cl (centres undefined) | 0.99 | -3 | -0.2 | 1 | -2 | 0.96 | 0 | 5 | 4
